Giardia FBPA inh: qHTS Assay for Inhibitors of Fructose-1,6-bisphosphate Aldolase from Giardia Lamblia. Potency, µM (top dose mostly 59.6 µM), for inactives: at the highest dose activity, negative = inhibition, most hits filed as inhibitors. purified Giardia FBPA. 290,000 tested, 0.71% active. A8B2U2; further: potency means the concentration at half of the fitted maximal effect; on the % scale 0 is the no-effect control and ±100 the full control effect; nearly all actives have a fitted effect of over 55% in size
Target sequence (A8B2U2 whole entry, looked up): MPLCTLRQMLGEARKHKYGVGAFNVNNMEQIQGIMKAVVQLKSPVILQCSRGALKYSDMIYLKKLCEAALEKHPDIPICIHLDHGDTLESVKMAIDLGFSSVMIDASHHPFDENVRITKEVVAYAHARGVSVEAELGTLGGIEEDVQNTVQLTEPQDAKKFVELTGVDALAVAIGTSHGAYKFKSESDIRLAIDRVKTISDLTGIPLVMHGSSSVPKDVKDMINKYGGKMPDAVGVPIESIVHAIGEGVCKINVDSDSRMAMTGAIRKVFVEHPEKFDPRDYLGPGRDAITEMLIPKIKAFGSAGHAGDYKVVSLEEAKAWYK
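40 nM FBPA preincubated 10 min at RT with compound (up to 57.5 uM final), then substrate plus GAPDH/TPI/NAD/arsenate coupling and diaphorase/resazurin added. Fluorescence read after 20 min at RT, 525/598 nm.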
HCV inhibitor: qHTS Assay for Inhibitors of Hepatitis C Virus (HCV). 340,000 tested, 3.4% active. Huh7.5.1 HCVcc-Cre infection, luciferase reporter, 44 h. Potency, µM (titrated, usually from 41.8 µM), for inactives: top-dose activity change, negative = inhibition, usual class: inhibitors; further: potency means the concentration at half of the fitted maximal effect; on the % scale 0 is the no-effect control and ±100 the full control effect
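Cells seeded at 1,000/well and cultured 4 h, then compounds added followed by HCVcc-Cre virus (~0.5 moi). After 44 h further culture, luciferase substrate was added, plates held 15 min at room temperature, and luminescence read for 15 sec.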
Pf growth 96h: Primary qHTS for delayed death inhibitors of the malarial parasite plastid, 96 hour incubation | P. falciparum luciferase reporter growth, 96 h | Potency, µM (doses to about 28.7 µM), without a hit: top-dose activity change, negative = inhibition, most hits filed as inhibitors | 320,000 tested, 6.9% active; further: potency means the concentration at half of the fitted maximal effect; on the % scale 0 is the no-effect control and ±100 the full control effect
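P. falciparum expressing integrated firefly luciferase, in erythrocytes at 2% hematocrit, 0.05% parasitemia, incubated with compounds 96 h at 37 C, 5% CO2. Growth inhibition read as loss of luminescence; two-generation exposure targets delayed-death apicoplast inhibitors.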
CHX counter: Cycloheximide Counterscreen for Small Molecule Inhibitors of Shiga Toxin. cell reporter, cycloheximide protein synthesis inhibition counterscreen. max response, %. 300,000 tested, 12% active. AID 2314, 2010; in the data active means max response mostly above about 13%, no sharp cut-off; inactive means mostly below about 14%; further: read at 38.3 µM for the half of the compounds with a filed dose; 0% is about no effect
Shiga inhibitor: A qHTS for Small Molecule Inhibitors of Shiga Toxin. 290,000 tested, 9.2% active. inhibition, % at 38.7 µM. Vero cells, Shiga toxin protein synthesis inhibition reporter. AID 2315, 2010; in the data active means inhibition mostly above about 28%, no sharp cut-off; inactive means mostly below about 43%; further: 0% is about no effect
Pf growth 48h: Primary qHTS for delayed death inhibitors of the malarial parasite plastid, 48 hour incubation; P. falciparum luciferase growth in erythrocytes, 48 h; Potency, µM (highest dose often 28.7 µM), without a hit: at the highest dose activity change, negative = inhibition, hits mostly inhibitors; 310,000 tested, 5.9% active; further: potency means the concentration at half of the fitted maximal effect; on the % scale 0 is the no-effect control and ±100 the full control effect
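Luciferase-expressing parasites in RBCs, 2% Hct / 0.1% parasitemia final; RPMI 1640 + 0.5% Albumax; 37 C, 5% CO2, one generation; luminescence read-out, lower signal = inhibition.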
An asterisk follows results filed as active; ? = inconclusive; / = not tested or not shown; [ ] = another dose, or the depositor's remark. Unless noted, the call rests on the fitted dose curve; in most records, active means well fitted curve in the direction sought with a large enough effect; inconclusive means small, poorly fitted or top-dose-only effect, or another doubt; inactive means no such curve, though single readings can be large; an effect the other way counts as inactive or inconclusive.

Every second line gives: Giardia FBPA inh	HCV inhibitor	Pf growth 96h	CHX counter	Shiga inhibitor	Pf growth 48h
Cc1ccc(S(=O)(=O)N2CCCCC2)cc1C(=O)N1CCCCCC1
→ /	-15%	?	/	/	?
Cc1ccc(C2/C(=C(/O)c3ccc(Cl)cc3)C(=O)C(=O)N2CC2CCCO2)o1 (stereo unspecified)
→ -29%	-10%	?	-3	-4	74%[activator]
CC(C)(C)C(Cn1ccnc1)NC(=O)c1ccc2nc(C3CC3)oc2c1 (stereo unspecified)
→ /	6%	?	8	33	?
COC(=O)C1CCCN1S(=O)(=O)c1ccccc1NC(=O)c1cc(OC)c(OC)c(OC)c1 (stereo unspecified)
→ 5%	-14%	-2%	-4	-2	?
CCn1cnc2cc(NCc3ccc(Cl)cc3)ccc21
→ 3%	-6%	-2%	41*	119*	36%[activator]
c1ccc(CN2CCC(Nc3nc(-c4ccccc4)nc4ccccc34)CC2)cc1
→ -3%	?	/	-3	-13	8.3µM*
COc1ccc(N=Cc2cc(Cc3ccccc3Cl)cc([N+](=O)[O-])c2O)cc1OC
→ 0.56µM*	8%	-1%	11	9	?
CN(C)c1cc[n+](CC(=O)Nc2cc(C(F)(F)F)ccc2Cl)cc1
→ -1%	18%	0.83µM*	0	-6	1.7µM*
COc1cc2c(cc1OC)C(C(C)C)=NC(C)(C)C2
→ -15%	4%	?	-3	7	2%
O=C(c1ccccc1)c1cccc(C(=O)c2ccccc2)c1
→ /	-10%	-21%	/	/	-21%
C/C(=N/NS(=O)(=O)c1ccc(C)cc1)c1c[nH]c2ccccc12
→ -5%	6%	1.3µM*	-1	-4	0%
CCC(C)C(NC(=O)c1ccccc1NC(=O)c1ccccc1)C(=O)O (stereo unspecified)
→ 10%	11%	-6%	1	-12	-6%
CCN(CC)Cc1c(C(=O)N/N=C/c2ccc(C)o2)nnn1-c1nonc1N
→ -4%	-1%	22%	-4	-5	25%
Cc1ccc(/C=C2\SC(=S)N(CCC(=O)Nc3ccc(O)cc3)C2=O)cc1
→ 1%	-7%	46%[activator]	0	1	/
Cc1nnsc1C(=O)NNc1ccc(C(C)C)cc1
→ -3%	-13%	152%[activator]	40*	59*	125%[activator]
COc1ccc(S(=O)(=O)Nc2c(C(=O)O)[nH]c3ccccc23)cc1
→ -8%	14%	34%	-5	-1	13%
COC(=O)c1c(C)[nH]c(C(=O)CSc2ccc(Cl)cc2)c1C
→ -5%	-9%	/	30*	42	147%[activator]
CCCn1c(=O)c2sccc2n2c(CCCC(=O)NCC3CCCO3)nnc12 (stereo unspecified)
→ /	3%	?	-5	-9	?
Cc1ccc(N(CC(=O)Nc2ccccc2C(=O)NCc2ccco2)S(=O)(=O)c2ccccc2)cc1C
→ -4%	?	/	7	18	10µM*
CCCCOc1ccc(-c2[nH]ncc2C=O)cc1
→ 2%	2%	?	37*	117*	176%[activator]
CCc1nnc(NC(=O)CSc2nc3[nH]c(=O)cc(O)c3s2)s1
→ /	3%	?	/	/	14%
COc1ccc(N2CCN(C(=O)CCCn3c(=O)c4cccn4c4cccnc43)CC2)cc1
→ /	-27%	43%[activator]	0	15	12µM*
CCN(CC)C(=O)COn1c(SCC(=O)N(CC)CC)nc2ccccc2c1=O
→ 4%	3%	/	-2	-25	0%
CCC(=O)Oc1ccc(C2N(C(=O)CC)CCN2S(=O)(=O)c2ccc(C)cc2)cc1OC (stereo unspecified)
→ -24%	18%	?	4	-13	?
CCC(=O)N=c1sc2cc([N+](=O)[O-])ccc2n1CCOC
→ 0%	8%	-1%	4	10	44%[activator]
Cc1cc(C)nc(NC(=O)c2cc3ccccc3o2)n1
→ -6%	10%	15%	4	39	31%[activator]
Cn1c(=O)c2c(=O)cc(NNC(=O)CC#N)[nH]c2n(C)c1=O
→ -9%	8%	-15%	-3	21	-2%
Cn1cc(Cl)c(C(=O)Nc2cccc(Cl)c2Cl)n1
→ -1%	?	-1%	42*	29	67%[activator]
O=C(CN1C(=O)c2ccccc2S1(=O)=O)NCc1ccccn1
→ ?	16%	/	-1	-2	6%
CCC(CC)C(=O)NCc1ccc(OC)cc1
→ 1%	-2%	9%	-2	-3	18%

Nothing new here: 12 of the compounds above.
Every second line gives: Giardia FBPA inh	HCV inhibitor	Pf growth 96h	CHX counter	Shiga inhibitor	Pf growth 48h
COc1ccc(S(=O)(=O)Nc2c(C(=O)O)[nH]c3ccccc23)cc1
→ -8%	14%	34%	-5	-1	13%
COC(=O)c1c(C)[nH]c(C(=O)CSc2ccc(Cl)cc2)c1C
→ -5%	-9%	/	30*	42	147%[activator]
CCCn1c(=O)c2sccc2n2c(CCCC(=O)NCC3CCCO3)nnc12 (stereo unspecified)
→ /	3%	?	-5	-9	?
Cc1ccc(N(CC(=O)Nc2ccccc2C(=O)NCc2ccco2)S(=O)(=O)c2ccccc2)cc1C
→ -4%	?	/	7	18	10µM*
CCCCOc1ccc(-c2[nH]ncc2C=O)cc1
→ 2%	2%	?	37*	117*	176%[activator]
CCc1nnc(NC(=O)CSc2nc3[nH]c(=O)cc(O)c3s2)s1
→ /	3%	?	/	/	14%
COc1ccc(N2CCN(C(=O)CCCn3c(=O)c4cccn4c4cccnc43)CC2)cc1
→ /	-27%	43%[activator]	0	15	12µM*
CCN(CC)C(=O)COn1c(SCC(=O)N(CC)CC)nc2ccccc2c1=O
→ 4%	3%	/	-2	-25	0%
CCC(=O)Oc1ccc(C2N(C(=O)CC)CCN2S(=O)(=O)c2ccc(C)cc2)cc1OC (stereo unspecified)
→ -24%	18%	?	4	-13	?
CCC(=O)N=c1sc2cc([N+](=O)[O-])ccc2n1CCOC
→ 0%	8%	-1%	4	10	44%[activator]
Cc1cc(C)nc(NC(=O)c2cc3ccccc3o2)n1
→ -6%	10%	15%	4	39	31%[activator]
Cn1c(=O)c2c(=O)cc(NNC(=O)CC#N)[nH]c2n(C)c1=O
→ -9%	8%	-15%	-3	21	-2%

Continued.
Every second line gives: Giardia FBPA inh	HCV inhibitor	Pf growth 96h	CHX counter	Shiga inhibitor	Pf growth 48h
O=C(CN(Cc1ccccc1)C(=O)CCC(=O)Nc1nccs1)NCc1ccccc1
→ 3%	4%	-4%	-6	-7	-2%
CCCCC(=O)Nc1ccc(S(=O)(=O)N2CCCCC2c2cccnc2)cc1 (stereo unspecified)
→ /	/	?	-2	-21	?
COC1=C[C@@H]2C3=C([C@@H]2C1=O)[C@@H](NC(C)=O)CCc1cc(OC)c(OC)c(OC)c13
→ /	-23%	6%	/	/	-8%
COC(=O)c1cccc(NC(=O)COc2cccc([N+](=O)[O-])c2)c1
→ 0%	?	-1%	16*	23	81%[activator]
Nc1ncnc2c1ncn2CCOc1ccccc1
→ 2%	27%	87%[activator]	24	-9	-8%
COc1ccc(CNC(=O)Cn2nc([N+](=O)[O-])cc2C)cc1
→ 7%	6%	20%	-1	3	-3%
COc1cc(/C=C(\C#N)C(=O)NCC2CCCO2)cc(OC)c1OC (stereo unspecified)
→ -14%	?	13%	12	-24	8%
CCOC(=O)C1CCCN(Cc2nc(N)nc(Nc3ccc(OC)cc3)n2)C1 (stereo unspecified)
→ -7%	?	/	0	-13	-17%
O=C(Nc1ccc(Br)cc1)C1CCC(=O)N1Cc1ccccc1Cl (stereo unspecified)
→ 0%	-5%	10µM*	-4	-22	?
Cc1nn(C)c(C)c1CN(C(=O)C1CCC(=O)N(C2CCCCCC2)C1)C(C)C (stereo unspecified)
→ /	24%	12µM*	31*	43	?
Cc1c(/C=N\NC(=O)C2(C)CC2(Cl)Cl)cnn1C (stereo unspecified)
→ -1%	16%	16%	0	14	4%
Clc1c(-c2ccccc2)nc2ccccn12
→ -8%	0%	16%	21*	37	127%[activator]
Cc1ccc(-c2nc(CS(=O)CC(=O)NC3CCC(C)CC3)c(C)o2)cc1 (stereo unspecified)
→ 8%	-10%	?	0	-2	/
Cc1nnsc1-c1onc(C)c1C(=O)O/N=C/c1ccc(Cl)cc1
→ 4%	13%	32%[activator]	1	-8	53%[activator]
COC(=O)C1=C(c2ccc(Cl)c(C(F)(F)F)c2)C[C@@H]2CC[C@H]1N2C(=O)NCCNC(C)=O
→ /	9%	-8%	/	/	?
c1ccc(Cc2nnc3sc(-c4ccco4)nn23)cc1
→ -11%	-12%	?	-2	-4	/
Cc1cc(C)c(C#N)c(Nc2ccccc2C)n1
→ 5%	-22%	?	1	2	5%
CC(=O)N1CCN(Cc2ccc(Cl)nc2)CC1
→ 3%	17%	12%	1	3	-3%
O=C(Cc1ccccc1)NC1CCN(Cc2ccccc2)CC1
→ -3%	-21%	-18%	7	-4	2%
CCN(CC)c1nc(Nc2ccc([N+](=O)[O-])cc2)nc(N(CC)CC)n1
→ 0%	11µM*	-69%	7	-9	?
CCOC(=O)c1cccc(NC(=O)c2ccccc2C)c1
→ -1%	-25%	92%[activator]	18	6	3%
Cc1cccc(C)c1NC(=O)CCn1cnc2ccccc2c1=O
→ 2%	4%	3%	-2	-3	8%
CC(C)(C)C(=O)Nc1nnc(-c2ccncc2)o1
→ -8%	5%	37%[activator]	-2	-13	12%
CC1Sc2ccc(S(=O)(=O)CCC(=O)N3CCN(c4cccc(Cl)c4)CC3)cc2NC1=O (stereo unspecified)
→ /	?	-5%	-1	-5	?
O=C(NN=C1CCCC1)c1ccccc1OCc1ccc(Cl)cc1
→ -1%	-9%	?	23	54	9%
CCCNC(=O)Cn1c(=O)oc2cc(S(=O)(=O)N3CCCC3)ccc21
→ 10%	12%	14%	-3	2	18%
CCOC(=O)C1=C(CS(=O)(=O)c2ccc(F)cc2)NC(=O)NC1c1ccc(O)c(O)c1 (stereo unspecified)
→ ?	19%	34%[activator]	-6	-2	17%
COc1ccccc1CNC(=O)C1CCN(S(=O)(=O)c2cccc([N+](=O)[O-])c2)CC1
→ 10%	?	9%	-2	-5	-4%
CCN(C(=O)CSc1nnc(C(C)N(C)C)n1-c1ccc(F)cc1)C1CCS(=O)(=O)C1 (stereo unspecified)
→ /	5%	1%	/	/	-3%
CCOC(=O)CSc1nnc(CNC(=O)c2cccc(C)c2)n1C
→ 4%	6%	-4%	-2	-12	-25%
O=C(CN1CCCCC1)NC(=O)NC1CCCCC1
→ /	6%	37%[activator]	/	/	65%[activator]
CCN(CC(=O)Nc1c(F)cccc1F)C(=O)CCSc1ccc(F)cc1
→ /	0%	-2%	/	/	?
CCOc1cc(C(=O)CCC(=O)OCC(=O)NC(=O)NCC(C)C)ccc1O
→ 0%	14%	75%[activator]	3	5	?
CCC1(c2ccccc2)NC(=O)N(CC(=O)Nc2ccc(Cl)c(S(=O)(=O)N3CCCCC3)c2)C1=O (stereo unspecified)
→ /	?	?	/	/	?
Cc1ccccc1OCCOC(=O)c1ccc(S(=O)(=O)N2CCCC2)cc1
→ /	-3%	?	/	/	?
CCOC(=O)c1ccc(Nc2nc(C(=O)OCC)nc3ccccc23)cc1
→ -12%	?	-15%	-3	-9	9.3µM*
Cc1cc(C)n(CC(=O)NC2CCCCC2)n1
→ -1%	-6%	?	-3	-13	-8%
CCOc1ccc(CN(C)C(=O)[C@H](C)NC(=O)c2ccco2)cc1OC
→ /	-1%	7%	-6	-2	20%
CCOC(=O)C1(Cc2cccc(Cl)c2)CCCN(C(=O)c2c(CC)noc2C)C1 (stereo unspecified)
→ 6%	-15%	?	41*	24*	?
COCCNCCCCOc1c(Cl)cc(C)cc1Br
→ -26%	11µM*	0%	-3	-29	-23%

Source: PubChem BioAssay
